S-ASM inh: human S-ASM enzyme inhibition; P17405; placental ASM, HMU-PC fluorogenic substrate, 60 min; Potency, µM (top dose mostly 57.5 µM), inactives show at the top dose activity change, negative = inhibition, usual class: inhibitors; actives 0.006% (n = 340,000); AID 504937; further: potency means the concentration at half of the fitted maximal effect
Target sequence (P17405 47-631 limits assumed): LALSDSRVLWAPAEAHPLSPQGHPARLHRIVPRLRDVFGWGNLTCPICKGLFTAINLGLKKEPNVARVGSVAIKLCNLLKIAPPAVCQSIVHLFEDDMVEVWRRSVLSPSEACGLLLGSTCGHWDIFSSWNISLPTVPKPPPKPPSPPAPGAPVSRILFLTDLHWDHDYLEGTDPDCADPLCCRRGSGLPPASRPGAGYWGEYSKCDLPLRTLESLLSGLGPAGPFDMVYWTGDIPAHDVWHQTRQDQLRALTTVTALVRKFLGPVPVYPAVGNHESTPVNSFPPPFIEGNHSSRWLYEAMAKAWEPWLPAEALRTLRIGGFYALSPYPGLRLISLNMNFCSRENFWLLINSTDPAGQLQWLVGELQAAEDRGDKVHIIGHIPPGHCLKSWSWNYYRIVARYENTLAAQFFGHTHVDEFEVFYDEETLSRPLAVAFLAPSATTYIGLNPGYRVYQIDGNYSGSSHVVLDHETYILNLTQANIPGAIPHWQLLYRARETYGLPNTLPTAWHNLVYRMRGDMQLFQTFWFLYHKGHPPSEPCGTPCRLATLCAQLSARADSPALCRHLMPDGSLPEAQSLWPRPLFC
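Human placenta-derived ASM enzyme was preincubated with compound for 10 minutes at room temperature, then given fluorogenic substrate HMU-PC0 (9 uM final) for 60 minutes at 37 °C; a pH 10 stop preceded fluorescence reading at Ex 386/Em 447 nm.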
Coupling enz: coupling enzyme interference in Giardia aldolase counter-screen; coupling enzyme system counterscreen, AmpLite Red fluorescence; activity change, negative = inhibition, % at 58.2 µM, hits read low; actives 0.67% (n = 290,000); AID 2472; in the data active means activity change below about -30%; further: on the % scale 0 is the no-effect control and ±100 the full control effect
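Coupling enzymes only (glyceraldehyde-3-phosphate) + compound, at 57.5 uM final, 10 min RT; add substrate/coupling/AmpLite Red mix, 20 min RT; fluorescence ex 525/em 598 nm. Actives flag coupling-system interference.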
BCR signal inh: inhibitors of chronic active B-cell receptor signaling; ABC-DLBCL IkBa-CBG/CBR reporter, luminescence ratio, 4 h; Potency, µM (series often up to 46.1 µM), for inactives: at the top dose ratio change, negative = lower green/red ratio, actives largely listed as inhibitors; actives 0.05% (n = 340,000); AID 493014; active means well fitted inhibition curve with a large enough effect in the signal ratio, with a control signal flat, not every such curve was filed as active; inconclusive means small, poorly fitted or top-dose-only effect, or effect the other way, or a change in a side signal; the % refers to the signal ratio;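 further: potency means the concentration at half of the fitted maximal effect; plate controls were basal doxycycline-induced cells for no effect and cells given 10 µM MG132 for full effect; MG132 reads +100%, hits lower the ratio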
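Cell line TMD8 (human ABC DLBCL), stably expressing tet-inducible CBG68-IkBa fusion and CBR; IMDM/0.5% FBS; cpd up to 46 uM; dox induction, 4 h, 37C/5% CO2; dual luminescence; green/red ratio; MG132 control.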
B2AR arrestin: agonists driving beta-arrestin recruitment to human beta2-adrenergic receptor; actives 0.02% (n = 330,000); P07550; Potency, µM (doses to about 46.1 µM), inactives show at the highest dose activation, hits mostly activators; beta-arrestin recruitment to beta2AR, cell-based reporter;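 further: potency means the concentration at half of the fitted maximal effect; 0% = DMSO controls and full agonism = EC100 isoproterenol or metaproterenol; nearly all actives have a fitted effect of over 65% in size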
TSG101-PTAP inh: blocks PTAP/TSG101 interaction to inhibit HIV-1 budding. Potency, µM (top dose mostly 115 µM), inactives show top-dose activity change, negative = inhibition, actives largely listed as inhibitors. Fluorescence polarization, FITC-PTAP peptide / Tsg101 binding. 340,000 tested, under 10 active. AID 493005. Q99816; active means well fitted inhibition curve with a large enough effect in the main read-out, with a control signal flat, not every such curve was filed as active; inconclusive means small, poorly fitted or top-dose-only effect, or effect the other way, or a change in a side signal; inactive means no such curve, though single readings can be large or run the other way; further: potency means the concentration at half of the fitted maximal effect; % of control where 0% means no effect
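Fluorescence polarization binding of Tsg101 binding domain (10 uM final) to FITC-labeled PTAP peptide (50 nM final) in HEPES pH 7.5 buffer with NaCl, Tween 20, EDTA, TCEP. Compounds added before peptide; binding 20 min at RT.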
Tb PFK inh: T. brucei PFK enzyme inhibition. AID 485367. Potency, µM (highest dose often 57.5 µM), for the others: top-dose activity, negative = inhibition, usual class: inhibitors. actives 0.17% (n = 330,000). T. brucei PFK, ADP-Glo luminescence. O15648;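 further: potency means the concentration at half of the fitted maximal effect; 0% = uninhibited 1x PFK enzyme wells and -100% = no-enzyme wells; nearly all actives have a fitted effect of over 60% in size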
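ADP-Glo luminescence quantified ADP after 45 min at room temperature, with 1.25 nM T. brucei PFK, 0.1 mM ATP and 0.5 mM fructose-6-phosphate in pH 8.0 TEA buffer. qHTS titrations up to 57 µM; curves classified by quality.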
a7 integrin act: activators of alpha7 integrin expression for muscular dystrophy | AID 624291 | alpha7betagal myoblasts, beta-gal FDG fluorescence, 48 h | Potency, µM (highest dose often 38.3 µM), for inactives: at the top dose activation, hits mostly activators | actives 0.064% (n = 350,000);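 further: potency means the concentration at half of the fitted maximal effect; 100% = response of the positive control SU9516; nearly all actives have a fitted effect of over 60% in size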
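alpha7betagal+/- myoblasts (passage 13, 250/well) treated 48 h at 37C with compounds at 1:260 dilution of DMSO stock. Lysed, then beta-galactosidase activity read as FDG fluorescence (ex 480/em 540) after 30 min, with pre-read for autofluorescence.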
Giardia killer: kills Giardia lamblia; Giardia lamblia trophozoite viability; activity change, % at 7.66 µM, hits read low; AID 540267; actives 0.15% (n = 340,000); in the data active means activity change below about -80%; inconclusive means between about -30% and that limit;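 further: parasites exposed to compound for two days anaerobically before the ATP read; on the % scale 0 is the no-effect control and ±100 the full control effect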
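Trophozoite viability was measured as ATP-dependent luminescence, read 15-30 min after reagent addition. Before that, parasites at 100 cells/well were exposed to compounds for 48 h, anaerobically, at 37 deg C.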
GALK inh: inhibitors of human galactokinase; P51570; Purified GALK, Kinase-Glo residual ATP luminescence; Potency, µM (highest dose often 57.5 µM), for the others: at the top dose activity change, negative = inhibition, most hits filed as inhibitors; actives 0.007% (n = 270,000); AID 1868; further: potency means the concentration at half of the fitted maximal effect; on the % scale 0 is the no-effect control and ±100 the full control effect
Target sequence (P51570 whole entry, looked up): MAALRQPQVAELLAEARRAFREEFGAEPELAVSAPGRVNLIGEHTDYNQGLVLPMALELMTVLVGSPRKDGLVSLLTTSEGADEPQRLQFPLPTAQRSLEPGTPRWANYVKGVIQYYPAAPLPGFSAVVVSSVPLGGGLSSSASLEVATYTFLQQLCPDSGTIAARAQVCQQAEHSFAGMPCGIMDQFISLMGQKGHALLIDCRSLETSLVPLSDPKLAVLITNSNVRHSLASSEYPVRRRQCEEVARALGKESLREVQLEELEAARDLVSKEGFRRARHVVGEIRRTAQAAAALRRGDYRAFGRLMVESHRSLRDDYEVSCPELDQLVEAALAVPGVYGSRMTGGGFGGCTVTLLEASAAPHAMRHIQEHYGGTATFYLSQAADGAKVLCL
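5 nM enzyme, 35 uM ATP, 100 uM galactose, 20 mM HEPES pH8.0, 5 mM MgCl2; 1 h RT; residual ATP by Kinase-Glo Plus luminescence, qHTS format.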
PKM2 act: activators of human pyruvate kinase M2. P14618. purified PKM2, Kinase-Glo ATP luminescence, activation; response scale: 0% is enzyme alone, no compound. Potency, µM (doses to about 57.5 µM), without a hit: at the highest dose activation, usual class: activators. actives 0.34% (n = 260,000); further: potency means the concentration at half of the fitted maximal effect; on the % scale 0 is the no-effect control and ±100 the full control effect; nearly all actives have a fitted effect of over 55% in size
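Purified hPK-M2 (>95%) run at intermediate activity with 0.1 mM ADP and 0.5 mM PEP in 50 mM imidazole pH 7.2, KCl, MgCl2; 1 h room temperature. ATP formed read by Kinase-Glo luminescence; normalized to uninhibited and no-enzyme controls.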
Menin MLL FP TR: menin-MLL binding inhibition, Texas Red mutant peptide; Potency, µM (series often up to 61.6 µM), for the others: at the highest dose FP activity change, negative = inhibition, usual class: inhibitors; actives 0.23% (n = 270,000); O00255; Menin + Texas Red MLL mutant peptide, fluorescence polarization; active means well fitted inhibition curve with a large enough effect in the polarisation, with a control signal flat, not every such curve was filed as active; inconclusive means small, poorly fitted or top-dose-only effect, or effect the other way, or a change in a side signal; inactive means no such curve, though single readings can be large or run the other way; the % refers to the polarisation; further: potency means the concentration at half of the fitted maximal effect; % of control where 0% means no effect; many of its hits are not listed in these tables
The depositor's hits bear a star; u = inconclusive; x = not tested or not shown; [ ] = dose if it differs, or a comment. Unless noted, the call rests on the fitted dose curve; in most records, active means well fitted curve in the direction sought with a large enough effect; inconclusive means small, poorly fitted or top-dose-only effect, or another doubt; inactive means no such curve, though single readings can be large; an effect the other way counts as inactive or inconclusive. Only part of the results is shown, so the mix of outcomes need not match the whole.

SMILES | S-ASM inh | Coupling enz | BCR signal inh | B2AR arrestin | TSG101-PTAP inh | Tb PFK inh | a7 integrin act | Giardia killer | GALK inh | PKM2 act | Menin MLL FP TR
CC(=O)Nc1ccc(S(=O)(=O)Nc2nc(C)cc(-n3nc(C)cc3C)n2)cc1 | 2.3% | 3.7 | -11.3% | 0.1% | -8.3% | 1.5% | -4.9% | -21.8 | -1.2% | -4.3% | -1.0%
O=C(NC(Cc1ccccc1)C(=O)NC(Cc1ccccc1)C(=O)O)c1ccccc1 (stereo unspecified) | -0.6% | 3.5 | 0.8% | -0.1% | 1.0% | 8.0% | -2.1% | 8.1 | -1.4% | -0.5% | 14.3%
O=[N+]([O-])c1cc(S(=O)(=O)N2CCCCC2)ccc1NCc1cccc(Cl)c1 | -12.3% | 0.3 | -22.9% | 2.4% | 0.9% | 2.9% | -15.3% | 13.0 | -0.3% | -22.2% | 24.4%
Oc1oc(-c2ccc(Br)cc2)nc1C=Nc1ccc(Br)cn1 | 8.2% | 1.6 | -3.3% | -0.1% | -4.1% | 0.7% | 3.6% | 9.9 | -0.8% | 6.7% | u
CCN(CC(=O)NCc1cccs1)CC(=O)Nc1c(Cl)ccc(C)c1Cl | 1.0% | x | u | -0.6% | -2.1% | -0.8% | 24.8% | 5.1 | x | x | x
CN(C(=O)c1c[nH]c(=O)cc1C(F)(F)F)c1ccc(Cl)cc1 | 2.4% | 2.9 | u | 0.0% | 0.9% | -1.0% | -10.7% | -13.1 | -0.3% | 15.2% | x
CC(=O)N1c2ccc(S(=O)(=O)NCC3CCC(C(=O)NCc4ccccc4)CC3)cc2CC1C (stereo unspecified) | 6.7% | x | 1.9% | 0.3% | 0.2% | 8.1% | -9.6% | -5.8 | -9.5% | x | x
COc1ccc(-c2cc(C(F)(F)F)nc(S(C)(=O)=O)n2)cc1 | 4.9% | -1.5 | u | 0.1% | -0.1% | -21.6% | -68.2%[inhibitor] | -7.5 | -1.5% | 1.2% | 11.5%
CN(C(=O)COC(=O)c1cc(NS(=O)(=O)c2cc([N+](=O)[O-])ccc2Cl)ccc1O)C1CCCCC1 | -16.3% | 1.5 | -3.3% | 0.7% | -0.7% | 2.5% | -6.9% | -13.6 | -2.1% | -1.1% | u
C=C1CCN([C@H](C(=O)NCc2ccc(Cl)c(Cl)c2)C(C)C)S(=O)(=O)c2ccccc21 | -9.6% | 1.3 | u | 0.0% | -1.2% | -2.6% | 18.5% | 13.5 | 1.3% | -7.9% | x
CC(=O)N1C(=O)c2cccc3cccc(c23)C(=O)N1C(C)=O | 1.0% | -0.7 | u | -0.3% | -4.0% | -3.3% | -11.5% | -24.7 | -1.5% | 0.4% | 30.0%[activator]
O=C(Nc1ncccc1O)c1ccc(S(=O)(=O)N2CCCC2)cc1 | 2.6% | x | -24.6% | 0.1% | -4.1% | -0.1% | 27.0% | -27.5 | x | x | x
Cc1cc(C(=O)COC(=O)CNC(=O)c2ccccc2)c(C)n1CC1CCCO1 (stereo unspecified) | 5.5% | 1.3 | 3.5% | -0.8% | -1.4% | -2.4% | 3.8% | 1.5 | 9.0% | 5.3% | 11.7%
O=C(Nc1ccccc1)N1CC=C(c2ccccc2)CC1 | x | -6.8 | u | 0.0% | x | -4.1% | x | x | -1.5% | -3.4% | -2.7%
COc1ccc(O)c(CNc2ccccc2F)c1 | 1.3% | -4.2 | u | -0.2% | -3.1% | -11.2% | -14.0% | 3.4 | -1.7% | -1.7% | 1.3%
Cc1nn(Cc2c(F)c(F)c(F)c(F)c2F)c(C)c1NC(=O)c1ccc(COc2ccc(F)cc2)o1 | -16.3% | 8.0 | 16.8% | 3.8% | -10.2% | -2.9% | -36.6% | 8.4 | x | 1.7% | -27.0%
COc1ccccc1N1CCN(C(=O)c2ccc(Cn3c(=S)[nH]c4cc5c(cc4c3=O)OCO5)cc2)CC1 | -7.9% | 2.2 | 0.1% | -0.4% | -1.3% | 1.0% | 11.2% | -6.8 | 2.8% | -4.5% | -9.1%
COC(=O)c1cc(CSc2nc3ccc(C)cc3[nH]2)oc1C | -1.3% | -9.4 | u | -0.8% | -5.3% | 4.0% | -43.3% | -6.6 | 1.8% | 9.4% | 0.3%
N=C1CCC(=N)c2c1c(O)c1ccccc1c2O | -12.0% | -31.8* | u | 0.3% | u | -17.6% | 9.5% | -1.1 | -0.9% | -13.5% | x
CCOC(=O)c1cc(NC(=O)c2ccccc2)c(=O)n2c1oc1ccccc12 | 24.4% | -1.9 | 8.5% | 0.3% | 0.4% | -2.2% | 11.8% | 7.1 | -1.1% | 5.3% | 10.8%
COc1cc2ccccc2cc1C(=O)Nc1nc(C)c(C(C)=O)s1 | 8.4% | 0.1 | u | -1.1% | -3.8% | 0.4% | -15.7% | u | x | -0.8% | -12.0%
CC(C)Cc1nc2oc3c(=O)[nH]cnc3c2c2c1CCCC2 | 0.6% | -1.0 | 0.2% | -0.6% | 0.2% | -2.8% | -0.9% | -11.1 | x | -4.8% | -3.4%
O=C(Nc1ccc(S(=O)(=O)Nc2ncccn2)cc1)c1ccccc1NS(=O)(=O)c1ccc(F)cc1 | 18.4% | 14.7 | 0.6% | -0.2% | -5.0% | -1.0% | 4.1% | 0.8 | 1.0% | -2.7% | 41.5%[activator]
COc1cccc(NC(=O)Nc2cccnc2)c1 | 4.8% | 0.7 | u | 0.3% | 2.4% | -0.5% | u | 6.4 | 1.4% | -8.9% | 8.7%
N#Cc1ccsc1NC(=O)CSc1nnc(-c2ccccc2)o1 | -0.8% | -5.8 | u | 0.2% | -0.7% | 4.0% | -30.0% | 7.0 | -1.7% | -0.1% | x
CCOc1ccc2ncc(S(=O)(=O)c3ccccc3)c(N3CCC4(CC3)OCCO4)c2c1 | x | 1.4 | 0.7% | 1.2% | x | 0.4% | x | x | 0.0% | -11.8% | -6.5%
Cc1ccc(S(=O)(=O)N2CCN(C(=O)CNC(=O)c3sc4ccccc4c3Cl)CC2)cc1 | x | x | 4.7% | -0.9% | 1.1% | 7.0% | 15.7% | -3.3 | x | x | x
O=C(Nc1ccccc1C(F)(F)F)C1CC(=O)N(c2ccccc2F)C1 (stereo unspecified) | 5.1% | 1.6 | -12.6% | -0.2% | -5.1% | -9.1% | 19.5% | 8.4 | 2.9% | -5.5% | 7.9%
COc1ccc(/C=C(/NC(=O)/C=C/c2ccccc2)C(=O)O)cc1 | -2.0% | 4.4 | 13.7% | 0.2% | 0.5% | 17.6% | -15.1% | 8.5 | -1.2% | 0.9% | 10.6%
Cc1ccc(S(=O)(=O)N(c2nc(NC(C)C)nc(NC(C)C)n2)n2cnnc2)cc1 | -3.6% | 2.9 | 7.4% | -0.3% | -3.6% | -0.2% | -19.0% | -16.0 | 0.2% | 0.6% | -0.7%
Cc1nc2ccc(NC(=O)N3CCCCC3)cc2nc1C | 308.5%[activator] | -3.0 | u | 0.0% | 1.3% | 0.4% | -3.3% | -18.0 | -2.3% | 12.2% | -0.1%
CC1(c2ccccc2)NC(=O)N(CC(=O)Nc2ccc(N3CCOCC3)cc2N2CCOCC2)C1=O (stereo unspecified) | 0.3% | x | -9.1% | 0.2% | -0.7% | -0.8% | 30.2% | 5.4 | x | x | x
COC(=O)Nc1ccccc1C(=O)N1CCC(O)(c2ccc(Cl)cc2)CC1 | 6.5% | -4.0 | 5.7% | -0.1% | -4.1% | u | -14.9% | -1.0 | 1.2% | 1.4% | -4.8%
COc1cc(-c2nc3n(n2)C(c2ccncc2)C(C(N)=O)=C(C)N3)cc(OC)c1OC (stereo unspecified) | 1.4% | 1.9 | -6.1% | 0.0% | -1.4% | -0.7% | 10.5% | 13.0 | 0.2% | -1.8% | -3.2%
c1ccc(-c2cn3cccnc3n2)cc1 | 371.1%[activator] | 0.5 | u | -0.2% | -4.7% | -2.8% | -12.5% | 1.2 | 0.9% | 4.3% | -28.0%
O=C(CSc1nc2ccccc2c(=O)n1Cc1ccco1)c1ccc(F)cc1 | -1.9% | 0.3 | 7.6% | -0.4% | -0.4% | 0.8% | -29.8% | 1.5 | 4.2% | -0.3% | -0.2%
C=CCn1c(CSc2nc3ccccc3s2)n[nH]c1=S | -0.3% | -0.4 | u | u | -6.5% | u | -0.9% | -18.2 | -1.1% | -11.9% | -22.7%
NNC(=O)c1csc(Cc2c(Cl)sc3ccc(Cl)cc23)n1 | -7.7% | 8.2 | -2.7% | -0.5% | -3.9% | 1.9% | 4.5% | -15.8 | -0.7% | 0.2% | x

Bioassay records from PubChem.
